TRPV1 agonist – HTS Assay for Compounds that Act as Agonists of the Vanilloid Receptor 1; Transient receptor potential cation channel subfamily V member 1 (Homo sapiens), Q8NER1; TRPV1-expressing cells, Fluo-8 calcium influx, agonist mode; activation, % at 8.33 µM; 320,000 tested, 0.19% active; AID 540275, 2011; in the data active = activation above about 80%; inconclusive = between about 30% and that limit; note: 0% is about no effect
Target sequence (Q8NER1 whole entry, looked up): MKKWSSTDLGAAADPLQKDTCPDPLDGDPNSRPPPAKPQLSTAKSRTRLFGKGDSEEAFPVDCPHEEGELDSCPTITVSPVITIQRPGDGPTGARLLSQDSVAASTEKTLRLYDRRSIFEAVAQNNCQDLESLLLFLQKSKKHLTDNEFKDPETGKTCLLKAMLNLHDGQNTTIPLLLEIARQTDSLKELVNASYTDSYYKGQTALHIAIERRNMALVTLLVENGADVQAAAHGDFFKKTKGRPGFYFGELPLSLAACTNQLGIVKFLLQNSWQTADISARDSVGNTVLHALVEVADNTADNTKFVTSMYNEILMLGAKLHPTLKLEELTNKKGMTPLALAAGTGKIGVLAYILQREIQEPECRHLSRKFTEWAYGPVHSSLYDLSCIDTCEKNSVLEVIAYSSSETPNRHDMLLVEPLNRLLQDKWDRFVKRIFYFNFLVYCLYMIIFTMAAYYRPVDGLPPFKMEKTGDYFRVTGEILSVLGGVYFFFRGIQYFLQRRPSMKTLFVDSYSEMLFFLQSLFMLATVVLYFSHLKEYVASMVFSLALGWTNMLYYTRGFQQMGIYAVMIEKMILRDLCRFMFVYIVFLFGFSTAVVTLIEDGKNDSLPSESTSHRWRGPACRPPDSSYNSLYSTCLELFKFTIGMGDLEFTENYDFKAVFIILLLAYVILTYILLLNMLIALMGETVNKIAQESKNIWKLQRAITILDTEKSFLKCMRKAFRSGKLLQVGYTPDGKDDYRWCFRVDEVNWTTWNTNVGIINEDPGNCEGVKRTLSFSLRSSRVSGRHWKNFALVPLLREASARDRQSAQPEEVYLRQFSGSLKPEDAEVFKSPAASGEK
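Cells expressing TRPV1 were dye-loaded with Fluo-8 and read kinetically: 10 s baseline, 3 min after compound (agonist portion), then 2 min after EC20 capsaicin (allosteric enhancer portion). Calcium-bound dye fluorescence at 480/520 nm.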
hERG WT inh – qHTS for Inhibitors of KCHN2 3.1: Wildtype qHTS. U2OS, BacMam KCNH2, thallium flux FluxOr; active compounds read low. activity change, % at 1.84 µM. AID 720551, 2013. 340,000 tested, 0.37% active;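 active = maximum activity change below -70%; inconclusive = maximum activity change between -70% and -50%; inactive = maximum activity change above -50%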; note: % is set by controls: 0 for no effect and ±100 for the full control effect
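U2OS cells transduced with wild-type KCNH2 virus are loaded with FluxOr dye for 45 min, and thallium flux is measured in kinetic reads before and after stimulation buffer. Rate constants are normalized to DMSO controls.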
Eya2 phos inh – qHTS Assay for Inhibitors of the Phosphatase Activity of Eya2; recombinant Eya2, OMFP fluorescence dephosphorylation (OMFP is methylfluorescein phosphate); AID 488837, 2010; Potency, µM (series often up to 76.9 µM), for the others: top-dose activity, negative = inhibition, hits mostly inhibitors; 330,000 tested, 0.006% active; note: potency is the fitted concentration of half-maximal effect; % is set by controls: 0 for no effect and ±100 for the full control effect
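Eya2 protein (added as 0.2 uM solution) was preincubated with compound for 10 min at ambient temperature in 50 mM HEPES pH 7.5, 50 mM NaCl, 5 uM MgCl2, 0.05% BSA, 1 mM DTT. OMFP (added at 50 uM) then reacted 10 min; fluorescence read at 485/525 nm.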
A-T KAP1 phos – qHTS Assay for Identifying a Potential Treatment of Ataxia-Telangiectasia; […] A-T fibroblasts, KAP-1 phosphorylation AlphaLISA; neocarzinostatin DNA damage 30 min before lysis; Potency, µM (series often up to 57.5 µM), for inactives: at the top dose activation, hits mostly activators; 320,000 tested, 0.19% active; note: potency is the fitted concentration of half-maximal effect; % of control where 0% means no effect; nearly all actives have a fitted effect of over 45% in size
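ATM-like activity read as KAP-1 phosphorylation via AlphaLISA donor/acceptor antibody pairs after lysis and 6 hr at 25C. Cells were ATM-null patient fibroblasts ([…], hTERT), dosed 60 min, then exposed to the DSB inducer NCS for 30 min.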
Mito fusion act – qHTS Assay for Small Molecule Inhibitors of Mitochondrial Division or Activators of Mitochondrial Fusion; S. cerevisiae fusion-defective mutant growth rescue, CellTiterGlo 48 h; Potency, µM (top dose mostly 46.1 µM), inactives show top-dose growth rescue (activation), actives largely listed as activators; 320,000 tested, 0.23% active;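 note: potency is the fitted concentration of half-maximal effect; % of control where 0% means no effect; nearly all actives have a fitted effect of over 45% in size; temperature-sensitive fusion mutants such as fzo1-1 at 37 °C on non-fermentable ethanol glycerol medium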
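Luminescent cell viability in 1536-well qHTS format served as the measure of rescued growth in ts fusion-mutant S. cerevisiae cultured on non-fermentable YPEG for 48 hours at 37C.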
ELG1 DNA repair – qHTS screen for small molecules that inhibit ELG1-dependent DNA repair in human embryonic kidney (HEK293T) cells expressing luciferase-tagged ELG1. HEK293T ELG1-luciferase reporter, luminescence, 16 h; DNA damage induced by 5-fluorouridine. Potency, µM (highest dose often 46.1 µM), inactives show at the top dose activity change, negative = inhibition, most hits filed as inhibitors. 330,000 tested, 2.3% active. AID 504467, 2011; note: potency is the fitted concentration of half-maximal effect; % is set by controls: 0 for no effect and ±100 for the full control effect; nearly all actives have a fitted effect of over 55% in size
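In this reporter screen, reduction of luminescence relative to DMSO vehicle indicated activity. Compounds and 5-fluorouridine were added together to 2,000 cells per well, incubated for 16 hr at 37 °C, then developed with ONE-Glo.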
USP2a inh – qHTS Assay for Inhibitors of Ubiquitin-specific Protease USP2a Using CHOP2 as the Reporter. 330,000 tested, 0.01% active. Potency, µM (doses to about 38.3 µM), without a hit: at the highest dose activity change, negative = inhibition, usual class: inhibitors. Ubiquitin carboxyl-terminal hydrolase 2 (Homo sapiens), O75604. USP2 core, Ub-CHOP2 coupled fluorogenic reporter, 485/531;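 note: potency is the fitted concentration of half-maximal effect; plate controls were DMSO wells for no effect and full inhibition by NEM control for full effect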
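Deubiquitinase activity read as fluorescence (485/531 nm) after Ub-CHOP2 cleavage activates the enterokinase reporter on its substrate; USP2 core 10nM, Ub-CHOP2 and substrate 25nM each, 30min compound preincubation then 60min RT; data normalized to NEM, curves fitted.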
TSHR antag – Antagonists of the Thyroid Stimulating Hormone Receptor: HTS campaign. AID 504810, 2011. TSHR-expressing cells, TSH-stimulated cAMP HTRF, 2 h; active compounds read low. 330,000 tested, 0.2% active. activity change, negative = inhibition, % at 11.5 µM. Thyrotropin receptor (Homo sapiens), P16473;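 active = activity change below a set negative limit, meaning inhibition stronger than a set level, cut at about -70% in these data; inconclusive = activity change between two set negative limits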; note: % is set by controls: 0 for no effect and ±100 for the full control effect
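Competitive HTRF cAMP read-out (cryptate anti-cAMP antibody, cAMP-d2; 30 min, room temperature) in freshly harvested TSHR cells. Compounds added before TSH at EC80 (4nM final), followed by 2 hours' incubation at 37 deg C.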
TCR act – Activators of T cell receptors: qHTS campaign | primary human leukocytes, anti-CD3, IL-2 HTRF, 48 h | Potency, µM (highest dose often 9.22 µM), for the others: at the highest dose activation of IL-2 secretion, usual class: activators | 330,000 tested, under 10 active; note: % of control where 0% means no effect
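48 hr co-incubation of compounds, a-CD3 beads and primary human leukocytes; IL-2 quantified homogeneously by HTRF with anti-IL-2 K and d2 conjugates.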
KCNH2 3.1 block – qHTS for Inhibitors of KCHN2 3.1: Mutant qHTS | Potassium voltage-gated channel subfamily H member 2, brain isoform KCNH2 3.1 (human) | U2OS KCNH2 3.1, thallium flux FluxOr; active compounds read low | activity change, % (tested at about 1.8 µM) | 340,000 tested, 0.95% active;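 active = maximum activity change below -70%; inconclusive = maximum activity change from -70% to -50%; inactive = maximum activity change above -50%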;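 note: thallium influx rate constant from kinetic fluorescence after stimulation buffer; % is set by controls: 0 for no effect and ±100 for the full control effect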
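We transduce U2OS cells with the mutant 3.1 virus, culture them overnight, load FluxOr with Red40 quencher for 45 min, then add stimulation buffer and read kinetically for 2 min to derive a normalized rate constant.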
Active calls of the source: *; ? = inconclusive; · = no result given; [ ] = remark or other dose. Unless noted, calls come from the whole dose curve; as a rule, active = well fitted curve in the direction sought with a large enough effect; inconclusive = small, poorly fitted or top-dose-only effect, or another doubt; inactive = no such curve, though single readings can be large; an effect the other way counts as inactive or inconclusive. This is a subset; count on the stated rates, not on these rows.

The opening 3 records, ahead of the listing:
SMILES	TRPV1 agonist	hERG WT inh	Eya2 phos inh	A-T KAP1 phos	Mito fusion act	ELG1 DNA repair	USP2a inh	TSHR antag	TCR act	KCNH2 3.1 block
Cc1cccc(C(=O)N/N=C/c2ccc(OC3CSC3)cc2)c1	?	-3	-2%	0%	2%	?	-2%	-10	-4%	5
COCCn1c(SCC(=O)Nc2cccc(C)n2)nnc1-c1ccco1	-4	1	9%	-5%	0%	6%	0%	12	·	-10
O=C(CNC(=O)c1ccc(N2CCCC2=O)cc1)Nc1ccc(F)c(F)c1F	·	-1	-22%	11%	·	9%	-2%	-16	0%[46.1 µM]	-5

Main list, from the start:
SMILES	TRPV1 agonist	hERG WT inh	Eya2 phos inh	A-T KAP1 phos	Mito fusion act	ELG1 DNA repair	USP2a inh	TSHR antag	TCR act	KCNH2 3.1 block
Cc1cccc(C(=O)N/N=C/c2ccc(OC3CSC3)cc2)c1	?	-3	-2%	0%	2%	?	-2%	-10	-4%	5
COCCn1c(SCC(=O)Nc2cccc(C)n2)nnc1-c1ccco1	-4	1	9%	-5%	0%	6%	0%	12	·	-10
O=C(CNC(=O)c1ccc(N2CCCC2=O)cc1)Nc1ccc(F)c(F)c1F	·	-1	-22%	11%	·	9%	-2%	-16	0%[46.1 µM]	-5
O=C1C(=O)c2c(C(=O)c3ccccc3)coc2-c2ccccc21	-4	-5	11%	·	-6%	?	-5%	-19	2%	-12
COc1ccc(C)cc1NC(=O)C(Sc1ccccc1)c1ccccc1 (configuration not stated)	?	·	-7%	10%	?	-13%	0%	-2	2%[46.1 µM]	·
COC(=O)CC1Nc2ccccc2SC1=O (configuration not stated)	-1	-4	5%	·	0%	-5%	0%	-2	·	-10
Cc1cccc(NC(=O)CN(C)S(=O)(=O)c2cnc[nH]2)c1	-2	0	11%	3%	1%	19%	-2%	6	0%	-5
FC(F)(F)c1cccc(-n2cccc2/C=N/n2cnnc2)c1	-2	-8	12%	5%	5%	1%	-2%	1	-1%	-1
O=C(Nc1cccnc1)c1cccc(S(=O)(=O)Nc2cccc(Cl)c2)c1	1	-16	-9%	8%	-3%	?	3%	17	4%	18
O=C(COC(=O)C1=COCCO1)Nc1ccc(F)cc1	-2	7	-41%	0%	-4%	7%	-1%	5	0%	8

Copied from the list:
COc1ccc(C)cc1NC(=O)C(Sc1ccccc1)c1ccccc1 (configuration not stated) – TCR act: 2%[46.1 µM]
O=C1C(=O)c2c(C(=O)c3ccccc3)coc2-c2ccccc21 – USP2a inh: -5%
O=C(CNC(=O)c1ccc(N2CCCC2=O)cc1)Nc1ccc(F)c(F)c1F – hERG WT inh: -1
Cc1cccc(NC(=O)CN(C)S(=O)(=O)c2cnc[nH]2)c1 – USP2a inh: -2%

(more compounds)
SMILES	TRPV1 agonist	hERG WT inh	Eya2 phos inh	A-T KAP1 phos	Mito fusion act	ELG1 DNA repair	USP2a inh	TSHR antag	TCR act	KCNH2 3.1 block
Cc1ccc(NC(=O)NCCN2CCN(c3ccccc3)CC2)cc1Cl	-1	13	3%	2%	-19%	15%	4%	13	-1%	-29
COc1ccc(OC)c(C2C3=C(N=c4s/c(=C\c5cccc(O)c5)c(=O)n42)c2ccccc2CC3)c1 (configuration not stated)	19	-16	-3%	1%	26%	?	2%	6	7%[46.1 µM]	-20
CC(C)(C)c1ccc(/C=N/NC(=O)C2CCCC2)cc1	?	-7	-9%	9%	-7%	?	1%	1	-10%	-9
COc1cccc(NC(=O)c2cc3ccccc3cc2OC)c1	1	-1	6%	4%	5%	?	-3%	-13	-3%	4
CC(=O)NC12CC3CC(C1)CC(C(=O)Nc1nc4c(C)cccc4s1)(C3)C2	25	0	0%	5%	7%	-12%	3%	1	0%	-13
CCc1noc(C)c1C(=O)NCCN1C(=O)S/C(=C\c2ccc(OC)cc2)C1=O	5	-3	40%	-3%	9%	-5%	1%	-18	0%	-8
Cc1nn(-c2ccccc2)c(Cl)c1/C=N/NC(=O)c1ccc(NS(=O)(=O)c2cccs2)cc1	0	·	-9%	-1%	0%	?	0%	-6	·	·
Cc1cc(C)c(S(=O)(=O)N2CCCOC2CNC(=O)C(=O)NCc2ccco2)c(C)c1 (configuration not stated)	-1	-4	-3%	-11%	1%	?	0%	10	-2%[46.1 µM]	5
O=Cc1cn(CCC(=O)O)nc1-c1cccc(Br)c1	1	34	3%	0%	-4%	-4%	2%	-7	3%	-10
Cc1cccc(C(=O)N2CCc3c([nH]c4ccccc34)C2CC(C)C)n1 (configuration not stated)	17	-6	1%	-1%	14%	29%	-3%	1	-2%	3
Cc1c(C)[n+](=O)c(-c2cccs2)c(C)n1[O-]	3	-2	2%	1%	-2%	3%	0%	0	1%[46.1 µM]	-10
C=CCNC(=O)COC(=O)c1ccc(Sc2nncn2C)c([N+](=O)[O-])c1	0	-8	1%	-5%	2%	7%	3%	-4	-7%	10
CC(=O)NS(=O)(=O)c1ccc(N=NN2CCOCC2)cc1	-6	4	2%	-1%	-22%	-3%	2%	6	0%[46.1 µM]	-2
CCOC(=O)C(NC(C)=O)C(O)c1ccc([N+](=O)[O-])cc1 (configuration not stated)	-4	-7	-2%	2%	0%	21%	1%	-17	-2%	3
CC1C(=O)N2CCCc3cc(NS(=O)(=O)c4ccccc4)cc1c32 (configuration not stated)	-2	6	8%	13%	14%	2%	1%	18	3%	5
c1ccc2c(c1)Cc1ccccc1O2	-3	11	3%	8%	13%	8%	1%	18	2%	13
Cc1ccc2[nH]c(=O)c(-c3nc4cc(C)ccn4c3NCc3ccco3)cc2c1	24	0	-12%	1%	3%	16%	-4%	1	-4%	-17
CCn1c(C)nc2cc(C(=O)NNS(=O)(=O)c3c(C)c(C)cc(C)c3C)ccc21	-3	0	-1%	-2%	-5%	-11%	3%	-6	1%	-5
Cc1ccc(Cn2c(SCC(C)C)nc3c2c(=O)n(C)c(=O)n3C)cc1	-2	12	5%	9%	8%	?	0%	11	-59%	6
CC(=O)C1CCC2C3CCC4=CC(=O)CC[C@]4(C)[C@@]3(F)C(O)C[C@]12C (some centres not stated)	0	9	3%	2%	16%	-28%	3%	-2	-2%	3
CC(O)/C=C/c1cccc[n+]1C (configuration not stated)	1	-2	-4%	2%	-11%	0%	0%	18	·	4
CCOc1ccc(/C(CCC(=O)O)=N/NC(=O)c2cccc(S(=O)(=O)Nc3ccccc3OC)c2)cc1	·	1	-13%	1%	·	0%	1%	-12	1%	18
CC(/C=C/c1ccco1)=N/NC(=O)OC(C)(C)C	2	-32	-10%	6%	-5%	?	5%	0	9%[46.1 µM]	·
COc1ccc(Cl)cc1C(=O)N/N=C/c1ccc(N2CCOCC2)cc1	0	5	3%	-5%	-1%	6%	2%	-5	-15%	-4
CC(=O)Nc1c(C(=O)O)[nH]c2ccccc12	8	-4	-5%	-3%	2%	16%	2%	-7	9%	-6
C=C(C)Cn1cnc2cc(C)c(C)cc21	6	-2	-2%	1%	-1%	-9%	2%	-7	1%	8
CC1(C)CCCN(C(=O)c2coc(=O)c(Br)c2)C1	0	0	6%	5%	-2%	?	-1%	7	-2%	-6
O=C(COc1ccc([N+](=O)[O-])cc1)NCc1ccccc1	23	-5	-1%	2%	1%	15%	1%	-5	-1%	-8
Cc1cccc(NC(=O)C2CCCN2C(=O)NC2CCCCC2)c1 (configuration not stated)	6	4	3%	10%	1%	?	-1%	-3	3%	3
CN(C)c1ccc(CNc2ccc3c(c2)ncn3C(C)(C)C)cc1	0	-3	?	-7%	-6%	0%	1%	-2	1%	3

Bioassay records (PubChem BioAssay)
